# Compound activity (PubChem BioAssay)
# TDP1 block: TDP1 (human) enzyme inhibition; 0.28% of 350,000 active; recombinant TDP1, AlphaScreen DNA substrate cleavage; AID 485290; Potency, µM (series often up to 130 µM), for inactives: at the highest dose activity change, negative = inhibition, most hits filed as inhibitors; note: nearly all actives have a fitted effect of over 40% in size
# Target sequence (Q9NUW8 whole entry, looked up): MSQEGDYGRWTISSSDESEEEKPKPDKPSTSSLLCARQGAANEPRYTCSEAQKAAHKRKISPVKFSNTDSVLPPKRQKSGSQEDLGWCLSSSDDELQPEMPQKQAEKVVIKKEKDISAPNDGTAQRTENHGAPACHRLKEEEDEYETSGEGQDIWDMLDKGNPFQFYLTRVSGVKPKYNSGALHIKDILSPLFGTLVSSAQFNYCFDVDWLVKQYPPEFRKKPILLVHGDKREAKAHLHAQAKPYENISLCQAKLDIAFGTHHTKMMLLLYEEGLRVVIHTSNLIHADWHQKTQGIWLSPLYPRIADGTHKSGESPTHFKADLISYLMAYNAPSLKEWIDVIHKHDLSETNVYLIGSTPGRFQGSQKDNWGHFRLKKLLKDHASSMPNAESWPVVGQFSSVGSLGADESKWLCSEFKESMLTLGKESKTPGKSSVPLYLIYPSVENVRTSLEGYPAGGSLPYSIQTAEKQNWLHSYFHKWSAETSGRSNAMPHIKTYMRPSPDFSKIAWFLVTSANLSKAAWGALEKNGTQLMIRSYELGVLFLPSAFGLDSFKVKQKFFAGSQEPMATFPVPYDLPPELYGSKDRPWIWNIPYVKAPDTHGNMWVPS
#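 AlphaScreen read-out: signal falls as enzyme removes the 3' tyrosine-FITC from a 5'-biotinylated DNA oligo (15 nM, 5 min, RT). Enzyme was E. coli-made recombinant Tdp1 at 1 nM, exposed to compound for 15 min beforehand; beads 10 ug/ml, 10 min.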
# DT40 TDP1 no CPT: qHTS for Inhibitors of human tyrosyl-DNA phosphodiesterase 1 (TDP1): qHTS in cells in absence of CPT. 15% of 420,000 active. Potency, µM (titrated, usually from 46.2 µM), without a hit: top-dose activity change, negative = growth inhibition, usual class: inhibitors. DT40 Tdp1-/- hTDP1 cells, no CPT, ATP luminescence, 48 h. AID 686978, 2013; note: nearly all actives have a fitted effect of over 55% in size
#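 Luminescent ATP content (CellTiter-Glo) served as the growth readout. Knockout chicken DT40 cells expressing human TDP1 were exposed to compounds without camptothecin for a minimum 48 hr at 37 °C.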
# DT40 TDP1 CPT: DT40-hTDP1 cell growth loss with CPT | chicken DT40 Tdp1-/-;hTDP1 cells + 20 nM CPT, ATP luminescence, 48 h | Potency, µM (titrated, usually from 46.2 µM), without a hit: at the top dose activity change, negative = growth inhibition, hits mostly inhibitors | 12% of 420,000 active; note: nearly all actives have a fitted effect of over 55% in size
#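 Cell growth measured by CellTiter-Glo luminescence after a minimum 48 h, 37 C compound exposure with 20 nM CPT in Tdp1-knockout DT40 cells stably expressing hTDP1, seeded 400/well; qHTS titration format.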
# An asterisk follows results filed as active; ? = inconclusive; / = not tested or not shown; & = joins results of further samples; [ ] = remark or other dose. Calls come from the whole dose curve; as a rule, active = well fitted curve in the direction sought with a large enough effect; inconclusive = small, poorly fitted or top-dose-only effect, or another doubt; inactive = no such curve, though single readings can be large; an effect the other way counts as inactive or inconclusive. % is set by controls: 0 for no effect and ±100 for the full control effect; potency is the fitted concentration of half-maximal effect.
SMILES,TDP1 block,DT40 TDP1 no CPT,DT40 TDP1 CPT
CCOC(=O)C(NCc1ccc(F)cc1)(NC(=O)c1ccccc1)C(F)(F)F (stereo not given),5%,-21%,-5%
COc1ccc(NC(=O)c2cc3c(=O)n(Cc4ccco4)ccc3nc2C)c(OC)c1,5%,?,-17%
COCCN(C(=S)Nc1ccc(C)cc1C)C(C)c1ccco1 (stereo not given),-4%,?,4%
Cc1noc(C)c1NC(=O)N(C)C[C@H]1OCc2cn(nn2)CCCC(=O)N([C@@H](C)CO)C[C@@H]1C,/,?,3%
O=C(OCCCN1CCOCC1)c1ccc(O)c(O)c1,-1%,-1%,4%
CC(C)NC(=O)Cn1cnc2c1c(=O)n(C)c(=O)n2C,9%,-9%,-3%
Fc1ccc(Cn2nnc(-c3ccc(CN4CCOCC4)cc3)n2)cc1,9%,?,?
C=CCN1C(=O)C(CC(=O)Nc2ccccc2)S/C1=N/c1nccs1 (stereo not given),9%,-12%,-9%
COc1ccc(OC)c(-n2c(-c3cc(-c4ccco4)[nH]n3)n[nH]c2=S)c1,0%,-13%,-13%
Cn1c(CSCc2ccc(Cl)cc2)nnc1SCC(=O)Nc1nccs1,-3%,?,?
CN(Cc1nc2ccccc2c(=O)[nH]1)CC(O)COCc1ccco1 (stereo not given),5%,-11%,-6%
COc1cccc(N2C(=O)C(CC(=O)Nc3ccc(F)cc3)N(CCC3=CCCCC3)C2=O)c1 (stereo not given),1%,16µM*,?
COC(=O)[C@@H]1CCCN1Cc1ccc2c(c1)CN(Cc1nccs1)CCO2,/,2%,-3%
O=C(Nc1cccc2nsnc12)c1ccc(F)cc1,-7%,?,-26%
CCN(CC(=O)Nc1c(F)cccc1F)C(=O)CNC(=O)COc1ccccc1,0%,4%,-5%
COc1ccc(S(=O)(=O)N(CC(=O)NCc2ccncc2)c2ccc(C)cc2)cc1Br,2%,-22%,-28%
Cc1nc2c(cc1NC(=O)C(C)(C)C)nc(C)n2Cc1ccccc1,/,21%,1%
CCCCN(C(=O)c1cccc(S(=O)(=O)N2CCCCC2)c1)C1CCS(=O)(=O)C1 (stereo not given),-8%&-9%,1%&-1%,7%&-2%
Cc1c(NC(=O)CCCCCN2C(=O)C3C4C=CC(C4)C3C2=O)c(=O)n(-c2ccccc2)n1C (stereo not given),0%,-1%,0%
Cc1c(C(=O)N2CCN(S(=O)(=O)c3cccs3)CC2)oc2ccc(F)cc12,-1%,16µM*,?
COc1ccc2cc(CCNC(=O)CCc3ccccc3)c(=O)[nH]c2c1,1%,?,-30%
Cc1cccc(-n2c(=O)c3c(c4cc(C)ccc4n3C)n(CC(=O)NCCC3=CCCCC3)c2=O)c1,3%,?,?
O=c1c(N=Nc2ccccc2)c[nH]n1-c1ccccc1,/,?,-6%
COc1ccc(/C=C(\NC(=O)c2ccccc2)C(=O)N2CCN(C)CC2)cc1,-3%[0.0935 µM],1%,11%
CNC(=O)c1c(NC(=O)/C=C/c2ccccc2)sc2c1CCC2,8%,?,?
Cc1c(NC(=O)C(C)N(c2ccccc2)S(C)(=O)=O)c(=O)n(-c2ccccc2)n1C (stereo not given),/,0%,-1%
Cc1[nH]c2ccccc2c1SCC(=O)NNC(=O)Nc1ccc(OC(F)(F)F)cc1,3%,-26%,4%
Cc1cc(C)c2nc(SC(C)C(=O)NCC(=O)Nc3ccc(F)c(F)c3F)cc(C)c2c1 (stereo not given),-3%,?,?
Cc1nc2ccccn2c(=O)c1NC(=O)c1cccc2ccccc12,/,?,-27%
O=C(NCc1ccccc1)Nc1cccn(Cc2c(F)cccc2Cl)c1=O,5%,?,?
O=C(CCCCCCCC(=O)N1CCCCC1)N1CCCCC1,/,?,?
COc1ccc(CCNC(=O)C(=O)NCC2OCCN2C(=O)c2ccc(Cl)cc2)cc1OC (stereo not given),5%,1%,12%
COc1ccc(Cn2ccnc2SCC(=O)Nc2ccccc2F)cc1,9%,-12%,-16%
O=c1oc2cc(O)ccc2cc1-c1nnc(Nc2ccccc2F)s1,?,-20%,7%
Cc1cc(C)c2nc(NCc3ccccc3O)sc2c1,/,-23%,?
O=C(Cn1ccc2ccccc2c1=O)NCCC(=O)N1CCN(c2cccc(Cl)c2)CC1,6%,?,15µM*

# Complete entries, looked up by structure. Order of values: TDP1 block | DT40 TDP1 no CPT | DT40 TDP1 CPT
# COc1ccc(S(=O)(=O)N(CC(=O)NCc2ccncc2)c2ccc(C)cc2)cc1Br is entered as 2% | -22% | -28%
# Cc1nc2ccccn2c(=O)c1NC(=O)c1cccc2ccccc12 is entered as / | ? | -27%
# COCCN(C(=S)Nc1ccc(C)cc1C)C(C)c1ccco1 (stereo not given) is entered as -4% | ? | 4%
# COc1ccc(Cn2ccnc2SCC(=O)Nc2ccccc2F)cc1 is entered as 9% | -12% | -16%
# Cc1cc(C)c2nc(SC(C)C(=O)NCC(=O)Nc3ccc(F)c(F)c3F)cc(C)c2c1 (stereo not given) is entered as -3% | ? | ?

# Remaining list, next part:
SMILES,TDP1 block,DT40 TDP1 no CPT,DT40 TDP1 CPT
O=C(Nc1c(Cl)cc2c(c1Cl)Cc1cc([N+](=O)[O-])ccc1-2)C(Cl)Cl,/,?,?
COC(=O)c1ccccc1NC(=O)c1ccc2nc(Cc3ccccc3)oc2c1,2%,?,?
COc1ccc(-c2nn(C)c3sc(C(=O)N4CCN(c5ccccc5F)CC4)cc23)cc1OC,-2%,?,?
CCC1=C(c2ccc(C)cc2)S(=O)(=O)N=C1N1CCC(C(=O)NCc2ccc(C)cc2)CC1,4%,?,?
Cc1ccc2cc(C#N)c(N3CCCN(S(=O)(=O)c4ccccc4)CC3)nc2c1C,/,-13%,-9%
O=C(CNC(=O)c1cccs1)Nc1ccc(N2CCOCC2)cc1,1%,30%[activator],-1%
Cn1cc(Br)c(C(=O)NNC(=O)c2ccc(Br)cc2)n1,2%,-3%,4%
CN1C(=O)NC(c2ccccc2[N+](=O)[O-])C2=C1CCCC2=O (stereo not given),/,14%,1%
CC(=O)c1cccc(NC(=O)CCS(=O)(=O)c2cc3c(cc2C)NC(=O)CO3)c1,-5%&1%,-10%,3%
COc1ccc(-n2c(=S)[nH]c3cc(C(=O)NCCCN4CCOCC4)ccc3c2=O)cc1,4%,-4%,6%
CCC1Oc2ccc(C)cc2N(CC(=O)NCCc2ccc(OC)c(OC)c2)C1=O (stereo not given),/,?,?
COCC(=O)N1CCCN(c2nc3c(C)cccc3cc2C#N)CC1,0%,?,?
CCc1ccc(CNC(=O)CCc2nc(-c3cccs3)no2)cc1,1%,-19%,-26%
CCN(c1ccccc1)S(=O)(=O)c1ccc(Cl)c(C(=O)NC2CCN(Cc3ccccc3)CC2)c1,/,6.5µM*,9.2µM*
CO[C@@H]1CN(C)C(=O)c2cc(NC(=O)Nc3cc(F)ccc3F)ccc2OC[C@H](C)N(C(=O)c2cnccn2)C[C@@H]1C,/,?,?
Cc1ccc(C(=O)NNc2nc3ccccc3nc2C(F)(F)F)cc1,1%,23µM*,?
C[C@H](CO)N1C[C@H](C)[C@@H](CN(C)Cc2ccc3c(c2)OCO3)Oc2ccc(NC(=O)Cn3cnnn3)cc2C1=O,0%,-2%,10%
NC(c1ccccc1)c1csc(NC(=O)Nc2ccccc2Oc2ccccc2)n1 (stereo not given),/,15µM*,?
COc1cc(/C=C2\C(=N)N3N=C(C)SC3=NC2=O)cc(Cl)c1OCCOc1ccc(NC(C)=O)cc1,/,19%,-3%
c1ccc2c(c1)NC(CN1CCOCC1)CO2 (stereo not given),5%,-13%,-9%
CCCOc1ccc(NC(=O)C2CC(=O)N/C(=N/N=C(C)/C=C/c3ccc(N(C)C)cc3)S2)cc1 (stereo not given),11%,?,?
CC(=O)N1CCN(C(=O)COC(=O)COc2ccc(C#N)cc2)CC1,1%,-1%,1%
CN1CCN(S(=O)(=O)c2ccc3c4c(cccc24)C(=O)N3)CC1,0%,-13%,0%
CC1=NN(C(N)=S)C(=O)C1N=Nc1ccc([N+](=O)[O-])cc1 (stereo not given),/,?,0%
COc1ccc(CNC(=O)[C@@H](NC(=O)C2CCN(C(=O)[C@@H]3CCCN3C(=O)OC(C)(C)C)CC2)C(C)C)cc1,/,-15%,-10%
C=CCC(C(=O)OC)(C(=O)OC)c1ccc(C(F)(F)F)cc1[N+](=O)[O-],-3%,-6%,6%
COc1cc(CNc2ncnc3c2ncn3[C@H]2CN(Cc3ccc4c(c3)OCO4)C[C@@H](CO)O2)cc(OC)c1OC,/,?,?
CCN(CC)C(=S)NC(=O)c1cc(OC)c(OC)c(OC)c1,2%,-3%,0%
CN(Cc1ccccc1)S(=O)(=O)c1cc2c3c(c1)CCN3C(=O)CC2,1%,-7%,-14%
Clc1ccccc1/C=C/c1nc(-c2cccnc2)no1,/,-2%,-3%
Cc1ccc(-n2ncc(C(=O)NCCN3CCN(C)CC3)c2C2CCN(C(=O)OC(C)(C)C)CC2)c(C)c1,-5%,?,-27%
Cc1ccc(NC(=O)c2nc(S(C)(=O)=O)ncc2N(Cc2ccc(C(C)(C)C)cc2)Cc2ccco2)cc1C,2%,?,?
CN(C)c1ccc(/C=C/C(=O)c2ccc3c(c2)OCO3)cc1,-2%,16µM*,23µM*
CCC1CN(C(=O)NCc2ccc(F)cc2)c2ccccc2O1 (stereo not given),1%,?,?
O=S(=O)(Nc1nc2ccccc2s1)c1ccc(Cl)nc1,8%,-8%,-21%
Cc1ccc(S(=O)(=O)N2CCCC2)cc1C(=O)NCCN1CCOCC1,4%,-15%,-9%

# Some of the entries above, set out differently.
# Sequence of screens – TDP1 block, DT40 TDP1 no CPT, DT40 TDP1 CPT
CCC1CN(C(=O)NCc2ccc(F)cc2)c2ccccc2O1 (stereo not given)
→ 1%, ?, ?
O=S(=O)(Nc1nc2ccccc2s1)c1ccc(Cl)nc1
→ 8%, -8%, -21%
Cc1ccc(S(=O)(=O)N2CCCC2)cc1C(=O)NCCN1CCOCC1
→ 4%, -15%, -9%

# The list continues:
SMILES,TDP1 block,DT40 TDP1 no CPT,DT40 TDP1 CPT
O=C(c1cc2cc(F)ccc2[nH]1)N(Cc1cccnc1)CC1CCCN(C2CCCCC2)C1 (stereo not given),4%,-24%,?
Cc1c(Cl)cccc1NC(=O)Nc1ccc2snnc2c1,5%,18µM*,15µM*
COc1cc(Cl)cc(NC(=O)CCN2CCN(C)CC2)c1,5%,11%,-5%
CCCCn1c(SCC(=O)Nc2ccc(C)c(S(=O)(=O)N3CCOCC3)c2)nnc1C(CC)N(C)C (stereo not given),5%,-18%,1%
COc1ccc(C(=O)C2C(=O)C(=O)N(Cc3ccco3)C2c2cccs2)cc1 (stereo not given),3%,-12%,-26%
CCC(CC)=NNc1ccc([N+](=O)[O-])cc1[N+](=O)[O-],-5%,5%,13%
CC(C)(C)NC(=O)NC(=O)COC(=O)c1cc(=O)[nH]c2ccccc12,5%,-14%,-28%
Cc1cc(C)n2nc(SCCOc3ccccc3)nc2n1,5%,-24%,-9%
CCn1nc(C)c(CN2CCCC(CO)(Cc3cccc(Cl)c3)C2)c1C (stereo not given),-3%,16µM*,?
COCCNC(=O)CCCn1c(=O)c2ccccc2n(Cc2cccc([N+](=O)[O-])c2)c1=O,0%,7%,5%
CC(C)Cc1nc(Nc2ccccc2C#N)c2nnn(Cc3ccccc3)c2n1,/,?,-26%
Cc1ccc(CNC(=O)CCc2c(C)nc3c4c(C)cc(C)nc4nn3c2C)cc1,3%,-25%,-18%
Cc1ccc(C)c2c1NC(C(=O)O)C1CC=CC21 (stereo not given),?,?,?
CC(C)Nc1nc(NNc2nc(Cl)nc(NC(C)(C)C)n2)nc(NC(C)C)n1,0%,-4%,?
CCN(CC(=O)NC1CCS(=O)(=O)C1)S(=O)(=O)c1ccc(Br)cc1 (stereo not given),1%,0%,-13%
CCN(CC)Cc1c(C(=O)N/N=C/c2cccc3ccccc23)nnn1-c1nonc1N,/,-29%,?

# Part of the list above, set out differently:
Compound: CCN(CC(=O)NC1CCS(=O)(=O)C1)S(=O)(=O)c1ccc(Br)cc1 (stereo not given)
  TDP1 block: 1%
  DT40 TDP1 no CPT: 0%
  DT40 TDP1 CPT: -13%
Compound: Cc1ccc(C)c2c1NC(C(=O)O)C1CC=CC21 (stereo not given)
  TDP1 block: ?
  DT40 TDP1 no CPT: ?
  DT40 TDP1 CPT: ?
